High-throughput results (PubChem)
FBW7 activator – human FBW7 E3 ligase activation, primary screen; AlphaScreen FBW7–phospho-cyclin E peptide binding, activator screen; Q969H0; 650,000 compounds, 0.13% hits; normalized activity (activation), % at 26.1 µM; in the data active means normalized activity above about 1.9%;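 further: purified mutant Fbw7 with reduced substrate affinity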
GPR151 ag – human GPR151 activation. Q8TDV0. PathHunter beta-arrestin GPR151 cells, luminescence. activation, % at 11.2 µM. 650,000 compounds, 1% hits; in the data active means activation above about 4.9%;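 further: 0% = median of compound wells and 100% = cells with positive control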
Target sequence (Q8TDV0 whole entry, looked up): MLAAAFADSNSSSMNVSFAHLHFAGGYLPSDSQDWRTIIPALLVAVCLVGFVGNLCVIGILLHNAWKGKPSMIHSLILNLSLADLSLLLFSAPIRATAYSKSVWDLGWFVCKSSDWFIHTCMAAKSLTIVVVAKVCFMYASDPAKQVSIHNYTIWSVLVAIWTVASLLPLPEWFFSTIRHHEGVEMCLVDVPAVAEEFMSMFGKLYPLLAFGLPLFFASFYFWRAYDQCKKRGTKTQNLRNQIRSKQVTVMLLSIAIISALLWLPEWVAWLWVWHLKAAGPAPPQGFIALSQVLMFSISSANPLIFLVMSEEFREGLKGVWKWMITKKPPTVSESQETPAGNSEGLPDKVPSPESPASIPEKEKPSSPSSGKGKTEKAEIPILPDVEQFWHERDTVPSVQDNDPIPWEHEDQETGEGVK
MITF primary – blocks human microphthalmia-associated transcription factor; AlphaScreen MITF homodimerization, bead proximity signal; inhibition, % at 2.6 µM; 650,000 compounds, 0.91% hits; in the data active means inhibition above about 50%;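 further: 0% = vehicle wells with protein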
Target sequence (O75030 whole entry, looked up): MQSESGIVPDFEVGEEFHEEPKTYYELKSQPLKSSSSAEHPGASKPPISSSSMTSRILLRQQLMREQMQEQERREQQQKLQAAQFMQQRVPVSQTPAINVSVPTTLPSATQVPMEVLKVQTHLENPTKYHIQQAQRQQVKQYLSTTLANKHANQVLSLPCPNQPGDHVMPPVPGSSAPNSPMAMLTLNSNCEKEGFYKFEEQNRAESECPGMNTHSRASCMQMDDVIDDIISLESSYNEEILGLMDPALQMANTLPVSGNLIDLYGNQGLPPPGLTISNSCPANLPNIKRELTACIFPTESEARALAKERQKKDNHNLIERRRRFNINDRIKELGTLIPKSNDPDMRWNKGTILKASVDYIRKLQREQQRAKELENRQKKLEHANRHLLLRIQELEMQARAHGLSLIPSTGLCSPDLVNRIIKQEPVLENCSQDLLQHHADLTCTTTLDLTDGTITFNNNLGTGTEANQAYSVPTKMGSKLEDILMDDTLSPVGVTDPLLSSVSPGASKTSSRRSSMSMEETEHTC
TEAD-YAP inh – TEAD-YAP interaction inhibition; HEK-TIYL cells, TEAD-Gal4/YAP UAS-luciferase luminescence; inhibition, % at 9.12 µM; 640,000 compounds, 1.4% hits; AID 1259422; in the data active means inhibition above about 32%;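 further: 0% = median of test compound wells and 100% = reference inhibitor wells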
Numbers without * were called inactive.

SMILES	FBW7 activator	GPR151 ag	MITF primary	TEAD-YAP inh
CC(NC(=O)c1ccccn1)c1nc(-c2cccnc2)n[nH]1 (stereo not given)	0.0	3.0	6	3
COCCNc1ncnc2c1cnn2Cc1ccc(C)cc1	0.8	1.6	10	-7
COc1ccc(-n2cc(C(=O)O)c3ccccc3c2=O)cc1	0.0	1.5	-4	3
COC(=O)c1ccc(NC(=O)/C(=C\c2ccccc2)NC(=O)c2ccc(Br)o2)cc1	0.1	0.4	9	5
COC(=O)c1cc(NC(=O)c2noc3c2COc2ccccc2-3)cc(C(=O)OC)c1	0.0	0.7	6	3
CC1=C(C(N)=O)C(c2ccco2)C(C#N)=C(SCC(=O)Nc2ccc(C)c(Cl)c2)N1 (stereo not given)	-0.2	1.1	-4	-11
c1ccc(Nc2nc(-c3ccccn3)cs2)cc1	-1.4	-1.7	0	10
Cc1ccc(OCc2nnc(SCC(N)=O)n2N)cc1	-0.1	-0.7	-5	0
CCCn1[nH]cc(SC)c(=O)c1=O	0.0	-0.4	14	4
COc1ccc(-c2[nH]ncc2C(=O)NC2CCCC2)cc1	0.0	1.9	0	-11
Cc1cccc(-n2c(CNC(=O)c3cccs3)nnc2SCC(=O)Nc2nccs2)c1	-0.1	-0.4	1	15
COc1cc(C(=O)COC(=O)c2cccc(C(F)(F)F)c2)cc(OC)c1OC	0.7	0.0	19	0
Cc1csc(NC(=O)/C=C/c2ccco2)n1	0.1	-1.1	15	-43
COC(=O)c1sc2nc3n(c(=O)c2c1C)N=C(c1ccccc1)CS3	-0.1	-0.3	-4	-2
O=C(Nc1sc2c(c1C(=O)NC1CCCCC1)CCC2)c1ccco1	0.1	3.2	-2	1
CCOC(=O)C1CCN(Cc2cc(=O)oc3c(C)c(C)ccc23)CC1	0.0	-0.5	4	10
COc1ccccc1NC(=O)c1ccc([N+](=O)[O-])cc1[N+](=O)[O-]	0.1	-1.8	15	6
N#CC1=C(N)S[C@@H](C(=O)c2cccs2)[C@@H]1c1cccs1	-0.1	-0.3	-5	-6
O=C(NCC1CCCO1)c1ccc2c(c1)ncn2-c1ccc(F)c(F)c1 (stereo not given)	0.0	0.6	21	-12
O=C(Nc1nccs1)C(c1ccccc1)c1ccccc1	-0.1	0.6	-1	-5
CCOc1ccccc1C1CC(c2ccccc2)Nc2nc(N)nn21 (stereo not given)	-0.1	0.1	7	10
Cc1ccc(C)c(N(CC(=O)N2CCc3ccccc3C2)S(C)(=O)=O)c1	0.0	1.7	-1	-8
COc1ccc(N2C(=O)CC(NCCc3ccccc3OC)C2=O)cc1 (stereo not given)	-0.2	-0.6	-22	3
COc1ccccc1N1C(=O)C2C3C=CC(CC3)C2C1=O (stereo not given)	-0.1	-1.7	-17	3
CN(Cc1ccccc1)Cn1[nH]c(-c2cccs2)nc1=S	0.9	-1.4	48	3
CCCOc1ccc(C2C(=O)N(C3CCCCC3)CC(=O)N2Cc2ccccc2)cc1OC (stereo not given)	0.0	-0.3	1	-20
CNS(=O)(=O)c1ccc2nc(NC(=O)c3cccc([N+](=O)[O-])c3C)sc2c1	0.0	0.0	3	0
C=CCn1c(SCC(=O)Nc2ccc(F)cc2)nnc1-c1ccco1	-0.2	-0.2	0	0
O=C1CC(N=Cc2cccc(O)c2)=NN1c1ccccc1	0.1	-0.8	20	-2
CC(C)n1cnc2c(NCc3cccnc3)nc(-c3csc4ccccc34)nc21	-0.1	0.6	-8	3
COC(=O)COc1coc(CN2CCN(c3cccc(Cl)c3)CC2)cc1=O	0.0	0.9	-1	-3
CN(C)S(=O)(=O)c1ccc(C(=O)O/C(=C/C(=O)c2cccs2)C(F)(F)F)cc1	0.5	-2.3	9	-39
C[C@@H]1NC(=O)[C@H]2CN(S(=O)(=O)c3cccc4ccccc34)CCN2C1=O	-0.5	2.5	-12	4
COc1ccc([C@@H]2C[C@H](C(=O)NC(C)(C)C)N(C)S(=O)(=O)N2)cc1OC	0.0	-0.4	11	-6
O=C(COc1ccc(Nc2ccccc2)cc1)OCC(=O)N1CCc2ccccc21	0.2	-1.3	16	-5
CCOc1ccccc1NC(=S)N(C)C	-0.4	-1.4	6	3
CCOc1ccc(C2C(C(=O)OCCc3ccccc3)=C(C)NC3=C2C(=O)CC(C)(C)C3)cc1 (stereo not given)	1.2	0.8	14	-11
COc1ccc(-c2noc(CC(=O)N(C)c3ccccc3Cl)n2)cc1	0.1	1.0	3	-5
COc1ccc(C(=O)N=c2sc3cc4c(cc3n2C)OCCO4)cc1OC	-0.1	-1.1	1	-1
CCCCNC(=O)CSc1nc2ccccc2c2nc(CCN3CCCCC3)nn12	0.4	-1.2	14	6
Cc1ccc(C(=O)Nc2c(C)nc3scc(C)n3c2=O)cc1C	0.2	-0.4	11	10
O=C(Nc1nnc(COc2ccccc2F)s1)C(=O)c1c[nH]c2ccccc12	0.2	0.7	8	5
CC(C)Oc1ccc2c(=O)[nH][nH]c(=O)c2c1	0.0	0.1	3	-2
CCOC(=O)c1cc2c(=O)n3cc(C)ccc3nc2n(CCCN2CCOCC2)c1=N	-0.3	0.1	4	-5
NC(=O)N/N=C1\CCCC\C1=C\c1ccco1	0.1	-0.4	4	9
CCC(C)C(NC(=O)C1CCC(C)CC1)C(=O)Nc1ccc(NC(C)=O)cc1 (stereo not given)	0.2	0.6	5	-14
O=C(CCCl)N1CCN(Cc2nc3sc4c(c3c(=O)[nH]2)CCCC4)CC1	1.4	-1.3	-5	5
Cc1ccc(NC(=O)C2C3C=CC4(O3)C2C(=O)N(CCCOC(C)C)C4C(=O)NC2CCCCC2)cc1Cl (stereo not given)	0.0	1.4	-2	14
CSc1nsc(SC)c1NC(=O)Nc1ccc(Br)cc1	0.3	0.5	1	3
Cc1ccc(-c2nc(CSCC(=O)NCc3cccnc3)c(C)o2)cc1	0.3	-0.6	16	12
Cc1cc(C)nc(SCc2cc(=O)c(OC(=O)C3(c4ccc(Cl)cc4)CCCC3)co2)n1	-0.1	-1.1	102*	0
COc1cccc(NC(=O)C2C3C=CC4(O3)C2C(=O)N(C2CCC(C)CC2)C4C(=O)NC2CCCCC2C)c1 (stereo not given)	-0.1	-0.9	5	9
Cc1cccc(CN[C@H]2C[C@H]3C(=O)N[C@H](C(C)C)C(=O)N3C2)c1	0.1	-0.5	9	7
O=S(=O)(c1ccccc1)c1nc(-c2ccccc2Cl)oc1NCCCn1ccnc1	-0.1	0.7	2	7
COc1ccccc1C1(CNC(=O)c2snnc2C)CCOCC1	0.0	-0.1	2	-2
CC1=CC(c2ccccc2)n2nc(NC(=O)C(Cl)(Cl)Cl)nc2N1 (stereo not given)	-0.1	-0.3	10	-7
COCc1nnc(SCC(=O)NCc2ccccc2)n1-c1ccccc1	-0.3	0.8	-3	-5
COc1ccc(C2C(C(=O)N3CCN(c4ccccc4)CC3)c3ccccc3C(=O)N2Cc2ccc(F)cc2)cc1 (stereo not given)	0.1	0.3	10	10
O=C(Nc1ccc2oc(-c3cccc4c(Br)cccc34)nc2c1)c1ccccc1[N+](=O)[O-]	0.1	0.1	2	43*
CCOc1ccccc1CN1CCN(Cc2cccc(O)c2)CC1CCO (stereo not given)	-0.1	-0.3	1	-4

Going on with the list.
SMILES	FBW7 activator	GPR151 ag	MITF primary	TEAD-YAP inh
COCCCNC(=O)CN(CCc1ccccc1)S(=O)(=O)c1ccc(OC)cc1	0.8	1.1	2	-3
COc1ccc(-n2c(=S)[nH]c3cc(C(=O)NCc4cccc(Cl)c4)ccc3c2=O)cc1OC	0.2	1.2	17	2
CCC(C)NC(=O)CN1CCN(Cc2ccccc2)C1=O (stereo not given)	-0.2	1.2	5	4
Clc1ccc2nc(N3N=C(c4cccs4)CC3c3ccccc3Cl)nc(-c3ccccc3)c2c1 (stereo not given)	0.0	0.3	7	16
CC1=C(C(=O)OCC(C)C)C(c2ccccc2OCc2ccccc2)C2=C(CC(c3ccc(Cl)cc3)CC2=O)N1 (stereo not given)	0.7	-0.6	7	-2
Cc1c(C(=O)O)oc2ccc(S(=O)(=O)NCCC3=CCCCC3)cc12	0.7	0.6	6	-1
O=C(NCCc1c[nH]c2ccccc12)c1cc2c(s1)CS(=O)(=O)C2	0.2	0.8	16	6
CCCCC(CC)CNC(=O)c1ccc2c(=O)n(CCOC)c(=O)[nH]c2c1 (stereo not given)	-0.1	0.0	6	45*
CC(C)(C)c1[nH]nc2c1C1(C(=O)Nc3ccc(Br)cc31)C(C#N)=C(N)O2 (stereo not given)	0.8	-0.7	17	4
CCC[C@@H]1NC(=O)[C@H]2CN(Cc3ccc(C)c(F)c3)CCN2C1=O	0.1	-0.3	8	-3
O=C(NCCc1ccccc1)c1ccc2c(c1)NC(=O)C(CS(=O)(=O)Cc1ccccc1Cl)N2 (stereo not given)	-0.2	1.6	-11	-5
Cc1ccc(S(=O)(=O)N(C(=O)NC(=O)NC(C)C)c2ccccc2)cc1	-0.1	0.6	-9	-7
Clc1cccc(NCc2nnc3n2CCCCC3)c1	0.1	-0.1	4	-6
c1ccc(OCCNc2ccnc(N3CCc4ccccc4C3)n2)cc1	0.0	-0.5	9	-9
COCC1CCCCN1C(=O)CC1(c2ccccc2C)CC(=O)N(Cc2ccccc2)C1=O (stereo not given)	0.6	-0.3	11	-18
O=C(O)c1c(C(=O)O)c2n(c1-c1ccccc1)Cc1ccccc1-2	0.8	0.0	19	6
O=C(NNC(=O)c1ccc([N+](=O)[O-])cc1)NC1(C(F)(F)F)Oc2ccccc2O1	-0.1	-1.3	15	-9
C#CCOc1cc(Br)c(C=O)cc1OCC	-0.1	1.0	2	3
CSCCC(NS(=O)(=O)c1c(Cl)cccc1Cl)C(=O)O (stereo not given)	0.1	1.3	-2	-1
COc1ccc(CCNC(=S)NNC(=O)c2c[nH]c3ccccc23)cc1OC	-0.1	-0.7	7	10
O=C(CCc1nnc(-c2ccc3c(c2)OCO3)o1)NCC1CC12CCCCC2 (stereo not given)	0.4	-0.8	-7	-28
COCCn1c(N)c(N(Cc2ccccc2)C(=O)C2CCCC2)c(=O)[nH]c1=O	0.8	-0.4	0	0
Cc1c(C(=O)NCc2cccnc2)oc2ccc(S(=O)(=O)N3CCCCC3)cc12	0.1	-0.7	-11	6
Cc1ccc(-c2ocnc2C(=O)Nc2nc3c(s2)COc2ccccc2-3)cc1	0.2	-0.2	0	-6
CN(CC(=O)O)S(=O)(=O)c1ccc2ccccc2c1	-0.3	-0.2	-22	-17
COc1cccc(CN2CCN(Cc3ccc(OC)c(OC)c3OC)CC2)c1OC	-0.1	0.2	77*	-2
COC(=O)c1cn(C)c2ccc(S(=O)(=O)N3CCOCC3)cc2c1=O	-0.2	-0.7	-11	-10
COC(=O)[C@H]1CCc2ccccc2N1C(=O)C1CC1	0.2	0.5	-24	-9
Cc1ccc(Cl)cc1NC(=O)C1CCCN1c1nnc(N2CCCC2=O)s1 (stereo not given)	-0.1	0.3	1	-9
CCN1CCN(C2CC(=O)N(c3ccc(Br)cc3)C2=O)CC1 (stereo not given)	0.4	1.4	2	-2
COc1cc(C2NC(=O)c3c(sc4c3CCCC4)N2)cc(Br)c1OC (stereo not given)	-0.3	2.5	7	0
COc1ccccc1NC(=O)Cn1cccc1	-0.1	-0.5	7	1
COc1ccc(S(N)(=O)=O)cc1C(=O)OCCCOc1ccc(F)cc1	0.0	1.2	5	7
CC1=C(C(=O)Nc2ccccc2)C(c2ccccc2[N+](=O)[O-])n2nc(-c3ccco3)nc2N1 (stereo not given)	0.6	-1.7	5	0
CCOC(=O)C1(CCOC)CCN(C2CCc3ccccc3C2)CC1 (stereo not given)	0.1	2.2	-6	5
Cc1ccc(-n2c(SCC(=O)N3CCC(C)CC3)nc3n[nH]c(C)c3c2=N)cc1Cl	-0.1	0.8	-8	-2
c1ccc(Nc2c(-c3ccsc3)nc3ncccn23)cc1	0.0	2.1	-4	-10
Cc1ccc(C(C)C)c(OCc2nc3c4c5c(sc4ncn3n2)CCCCC5)c1	-0.1	-1.5	13	6

Of the compounds above, these contain fluorine:
SMILES	FBW7 activator	GPR151 ag	MITF primary	TEAD-YAP inh
COc1cc(C(=O)COC(=O)c2cccc(C(F)(F)F)c2)cc(OC)c1OC	0.7	0.0	19	0
O=C(NCC1CCCO1)c1ccc2c(c1)ncn2-c1ccc(F)c(F)c1 (stereo not given)	0.0	0.6	21	-12
C=CCn1c(SCC(=O)Nc2ccc(F)cc2)nnc1-c1ccco1	-0.2	-0.2	0	0
CN(C)S(=O)(=O)c1ccc(C(=O)O/C(=C/C(=O)c2cccs2)C(F)(F)F)cc1	0.5	-2.3	9	-39
O=C(Nc1nnc(COc2ccccc2F)s1)C(=O)c1c[nH]c2ccccc12	0.2	0.7	8	5
COc1ccc(C2C(C(=O)N3CCN(c4ccccc4)CC3)c3ccccc3C(=O)N2Cc2ccc(F)cc2)cc1 (stereo not given)	0.1	0.3	10	10
CCC[C@@H]1NC(=O)[C@H]2CN(Cc3ccc(C)c(F)c3)CCN2C1=O	0.1	-0.3	8	-3
O=C(NNC(=O)c1ccc([N+](=O)[O-])cc1)NC1(C(F)(F)F)Oc2ccccc2O1	-0.1	-1.3	15	-9
COc1ccc(S(N)(=O)=O)cc1C(=O)OCCCOc1ccc(F)cc1	0.0	1.2	5	7

Some of the entries above, set out differently:
The line under a structure holds: FBW7 activator	GPR151 ag	MITF primary	TEAD-YAP inh
> COc1ccccc1NC(=O)Cn1cccc1
  -0.1	-0.5	7	1
> COc1ccc(S(N)(=O)=O)cc1C(=O)OCCCOc1ccc(F)cc1
  0.0	1.2	5	7

Outcome played no part in choosing rows. About 3.4% of those tested had a hit in this group.
